Anesthetic bind = binds horse apoferritin like a general anesthetic. 350,000 compounds, 0.074% hits. Potency, µM (titrated, usually from 77.5 µM), without a hit: at the top dose activity change, negative = displacement, hits mostly inhibitors. AID 485281. apoferritin/1-aminoanthracene competitive binding, fluorescence. P02791; note: potency is the fitted concentration of half-maximal effect; % is set by controls: 0 for no effect and ±100 for the full control effect; nearly all actives have a fitted effect of over 20% in size
Target sequence (P02791 2-175 limits assumed): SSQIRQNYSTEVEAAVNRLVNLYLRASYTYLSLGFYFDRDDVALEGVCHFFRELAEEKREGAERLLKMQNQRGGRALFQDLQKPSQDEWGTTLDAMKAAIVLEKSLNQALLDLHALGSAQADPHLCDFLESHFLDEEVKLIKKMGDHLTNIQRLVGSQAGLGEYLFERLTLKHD
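Apoferritin-based anesthetic binding model; compound displacement of fluorescent 1-AMA measured as endpoint fluorescence after 10 minutes at room temperature, scaled to free-ligand and complex controls.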
BLM helicase inh = Bloom syndrome helicase (human) inhibition. P54132. 350,000 compounds, 0.2% hits. Potency, µM (doses to about 56.1 µM), for inactives: at the highest dose activity change, negative = inhibition, usual class: inhibitors. recombinant BLM DNA unwinding, fluorescence dequenching;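 note: potency is the fitted concentration of half-maximal effect; plate controls were vehicle for no effect and no enzyme for full effect; nearly all actives have a fitted effect of over 35% in size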
Tb PGK inh = inhibitors of T. brucei phosphoglycerate kinase; Potency, µM (highest dose often 57.5 µM), for inactives: top-dose activity change, negative = inhibition, most hits filed as inhibitors; AID 602233; 380,000 compounds, 0.043% hits; PGK/GAPDH coupled, Kinase-Glo luminescence, 60 min; note: potency is the fitted concentration of half-maximal effect; % is set by controls: 0 for no effect and ±100 for the full control effect; nearly all actives have a fitted effect of over 60% in size
Target sequence (P07378 whole entry, looked up): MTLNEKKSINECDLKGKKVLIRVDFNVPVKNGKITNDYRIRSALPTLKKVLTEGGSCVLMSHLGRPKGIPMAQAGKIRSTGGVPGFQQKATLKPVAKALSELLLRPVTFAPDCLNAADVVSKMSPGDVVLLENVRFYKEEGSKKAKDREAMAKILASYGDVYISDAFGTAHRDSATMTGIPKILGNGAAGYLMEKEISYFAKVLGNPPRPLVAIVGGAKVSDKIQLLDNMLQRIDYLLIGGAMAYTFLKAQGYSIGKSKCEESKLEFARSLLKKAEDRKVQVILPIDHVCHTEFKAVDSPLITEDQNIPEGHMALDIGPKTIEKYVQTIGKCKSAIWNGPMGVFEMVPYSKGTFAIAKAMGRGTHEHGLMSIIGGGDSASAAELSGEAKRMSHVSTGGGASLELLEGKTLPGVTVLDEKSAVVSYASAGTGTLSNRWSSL
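Luminescent ATP detection (Kinase-Glo Plus) follows a 60-minute room-temperature incubation, with wells lacking PGK as controls. Buffer: 100 mM TEA (pH 7.6), 5 mM MgCl2, 0.01% Tween-20. Coupling enzyme GAPDH (100 nM final) supplies unstable 1,3-BPG in-well.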
POLI inh = inhibitors of human DNA polymerase iota. Potency, µM (top dose mostly 115 µM), inactives show at the top dose activity, negative = inhibition, actives largely listed as inhibitors. Pol iota fluorescent replication assay, 10 min. 390,000 compounds, 1% hits. Q9UNA4; note: potency is the fitted concentration of half-maximal effect
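Fluorescent replication assay read twice, at 0 min and 10 min after adding 50 nM (final) substrate. Enzyme (10 nM) and compounds were first incubated 15 min at room temperature; enzyme-free buffer wells were negative controls.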
POLH inh = inhibitors of human DNA polymerase eta; Q9Y253; 390,000 compounds, 1.2% hits; recombinant Pol eta, fluorescent DNA replication assay; Potency, µM (doses to about 114 µM), for the others: top-dose activity change, negative = inhibition, actives largely listed as inhibitors; note: potency is the fitted concentration of half-maximal effect; % is set by controls: 0 for no effect and ±100 for the full control effect
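Pol eta at 10 nM preincubated with compounds 15 min at room temperature; reaction started with fluorescent substrate (50 nM final) and read kinetically at 0 and 10 min.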
Pol beta inh = DNA polymerase beta (human) inhibition. Pol beta primer extension/strand displacement, fluorescence kinetic. AID 485314. 340,000 compounds, 1.3% hits. Potency, µM (titrated, usually from 114 µM), inactives show at the top dose activity change, negative = inhibition, usual class: inhibitors; note: potency is the fitted concentration of half-maximal effect; % is set by controls: 0 for no effect and ±100 for the full control effect
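Reaction started by 50 nM substrate onto compound-treated Pol beta (10 nM, 15 min preincubation, room temperature); plates read at 0 min and 10 min. Normalized concentration-effect data fitted by four-parameter Hill equation.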
RXFP1 antagonist = antagonists of human relaxin receptor RXFP1. Q9HBX9. HEK293-RXFP1, relaxin-stimulated cAMP HTRF, 30 min; hits give low values. activity change, negative = inhibition, % at 57.5 µM. 350,000 compounds, 0.59% hits. AID 1259400;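 active = activity change of -60% or lower, but not beyond a set lower limit; inconclusive = change between -60% and -40%, or beyond the set limit; inactive = change above -40%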; note: % is set by controls: 0 for no effect and ±100 for the full control effect
APEX1 inh = blocks human APE1 abasic DNA cleavage; recombinant APE1, TAMRA/BHQ-2 abasic DNA cleavage fluorescence; Potency, µM (titrated, usually from 65.8 µM), for the others: top-dose activity change, negative = inhibition, hits mostly inhibitors; 350,000 compounds, 0.35% hits; AID 2517;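 note: potency is the fitted concentration of half-maximal effect; plate controls were vehicle for no effect and reference inhibitor for full effect; nearly all actives have a fitted effect of over 55% in size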
Target sequence (P27695 whole entry, looked up): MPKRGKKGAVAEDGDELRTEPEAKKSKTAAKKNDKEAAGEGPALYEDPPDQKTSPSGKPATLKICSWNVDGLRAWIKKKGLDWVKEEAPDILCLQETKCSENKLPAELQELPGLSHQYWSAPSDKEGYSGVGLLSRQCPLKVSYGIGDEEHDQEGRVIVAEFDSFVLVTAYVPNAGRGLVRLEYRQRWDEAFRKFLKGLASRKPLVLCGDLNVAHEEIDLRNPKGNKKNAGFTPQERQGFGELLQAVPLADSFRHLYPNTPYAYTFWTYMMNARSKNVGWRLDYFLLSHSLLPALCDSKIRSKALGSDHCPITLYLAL
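APE1 at 0.75 nM preincubated 15 min at room temperature with compound. Reaction then started with 50 nM double-stranded THF-abasic substrate labelled with TAMRA/BHQ-2, and 525/598 nm fluorescence read kinetically. Activity taken as third-minus-first read difference, normalized to DMSO and NSC13755 controls.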
Pol kappa inh = DNA polymerase kappa (human) inhibition | Potency, µM (titrated, usually from 107 µM), inactives show at the highest dose activity, negative = inhibition, usual class: inhibitors | purified Pol kappa, fluorescent DNA synthesis assay, 10 min | 400,000 compounds, 0.53% hits; note: potency is the fitted concentration of half-maximal effect; % is set by controls: 0 for no effect and ±100 for the full control effect
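Kinetic fluorescence readout at 0 and 10 min followed reaction start with substrate at 50 nM final. Beforehand, enzyme (10 nM Pol kappa) stood 15 min with compound at room temperature; buffer-only wells were negative controls.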
Starred values were filed as active, the others as inactive; i = inactive; ? = inconclusive; nt = not tested or not shown; & = joins results of further samples; [ ] = remark or other dose. Unless noted, calls come from the whole dose curve; as a rule, active = well fitted curve in the direction sought with a large enough effect; inconclusive = small, poorly fitted or top-dose-only effect, or another doubt; inactive = no such curve, though single readings can be large; an effect the other way counts as inactive or inconclusive. Only part of the results is shown, so the mix of outcomes need not match the whole.

SMILES | Anesthetic bind | BLM helicase inh | Tb PGK inh | POLI inh | POLH inh | Pol beta inh | RXFP1 antagonist | APEX1 inh | Pol kappa inh
CCOC(=O)c1c(C)oc2c(F)c(F)c(F)c(F)c2c1=O | -6% | -2% | 6% | ? | ? | -22% | -2 | 3% | 79µM*
COc1cc(NC(=O)c2ccccc2)c(OC)cc1NC(=O)CN1C(=O)N(C)C2(CCCCC2)C1=O | nt | nt | -6% | 18% | -20% | nt | -1 | -11% | -10%
COc1ccc(C2(c3ccc(OC)cc3)NC(=O)N(CC(=O)Nc3ccccc3C)C2=O)cc1 | -7% | -2% | -3% | 1% | -10% | 7% | 14 | -7% | -6%
COc1ccc(OC)c(S(=O)(=O)N(C)CC(=O)N2CCN(c3ccccc3)CC2)c1 | -12% | -3% | -6% | -1% | -9% | 0% | 20 | -3% | 5%
CSC(=Nc1cccc(C)c1)NC#N | -1% | 2% | 1% | 2% | -10% | 2% | 4 | 5% | -13%
CC/C(=N\N=C1\SC(C)C(=O)N1Cc1ccco1)c1ccccc1 (stereo not given) | 3% | -6% | 8% | 1% | ? | 10% | -39 | -6% | -2%
NC(=O)CC1NC(=O)c2ccccc21 (stereo not given) | -7% | 0% | 0% | 9% | 3% | 2% | 7 | -2% | -5%
Cc1cc(NC(=O)CSc2nnc(-c3ccccc3)n2C)no1 | -9% | 1% | -2% | 74%[activator] | 6% | 28% | 1 | 2% | 1%
CCn1cc([N+](=O)[O-])c(C(=O)N2N=C(c3ccc(O)c(OC)c3)CC2c2ccccc2O)n1 (stereo not given) | -8% | -10% | i | -10% | -12% | 7% | -7 | 2% | -2%
Cc1cccc(NC(=O)CN(CC2CCCO2)C(=O)c2ccc(S(C)(=O)=O)cc2)c1C (stereo not given) | nt | nt | -3% | 31%[activator] | -18% | nt | -6 | 14% | -12%
Cc1cnc(C(=O)OC(C)C(=O)Nc2ccc(Cl)cn2)cn1 (stereo not given) | nt | nt | i | 9% | -13% | nt | -6 | 27% | 2%
O=C(CCCSc1nc2ccccc2s1)Nc1nccs1 | -22% | 0% | 4% | 18% | -1% | -2% | 5 | 5% | -6%
Cc1cccc(NC(=S)NNC(=O)CCn2nc(C)c([N+](=O)[O-])c2C)c1 | -2% | -7% | i | 4% | -7% | 43% | 17 | 15% | -9%
CCOc1ccccc1NC(=O)CSc1nnc(-c2ccco2)n1Cc1ccco1 | ? | 2% | -10% | 2% | -3% | ? | 4 | -6% | -14%
CCOC(=O)C1=C(C)NC(=O)NC1/C=C\c1ccccc1 (stereo not given) | -5% | -8% | 8% | 85%[activator] | -20% | 35% | 3 | 16% | -2%
CS(=O)(=O)N1CCC(C(=O)Nc2ccc3c(c2)OCO3)CC1 | -6% | -3% | nt | 10% | 6% | 21% | 13 | 12% | -6%
COc1ccc(NC(=O)CC2(Cc3ccccc3)CCOC(C)(C)C2)cc1 (stereo not given) | -6% | -8% | 22% | 12% | -24% | -1% | 9 | 0% | -9%
COc1ccc(N2CCN(C(CNC(=O)C(=O)NCCc3c[nH]c4ccccc34)c3ccco3)CC2)cc1 (stereo not given) | 2% | 2% | -7% | 66%[activator] | -7% | 0% | -20 | 2% | -11%
CCC1Nc2ncnc(N3CCN(c4ccccn4)CC3)c2N(Cc2ccc(Cl)cc2)C1=O (stereo not given) | nt | nt | -9% | ? | -21% | nt | nt | 17% | -15%
Cc1ccc(C)c(NC(=O)c2ccc3c(=O)n4c(nc3c2)CCC4)c1 | nt | nt | 3% | -1% | -9% | nt | 2 | 25% | 4%
CCOC(=O)C1CCN(C(=O)Nc2ccccc2Cl)CC1 | -5% | -4% | -4% | 3% | 5% | 29% | -21 | -1% | -2%
O=C(Cn1c2ccccc2c2nc3n(c(=O)c21)CCS3)Nc1ccccc1C(F)(F)F | -5% | -7% | 4% | -2% | 7% | 36% | -15 | -14% | -14%
CC(=O)CCc1ccc(OCC(=O)Nc2cccc(S(=O)(=O)N(C)c3ccccc3)c2)cc1 | nt | nt | i | ? | -20% | nt | -22 | 15% | -4%
CC(C)C(NS(=O)(=O)c1cccc2nsnc12)C(=O)N1CCCCC1 (stereo not given) | -15% | 2% | -9% | 10% | -17% | 33% | 7 | 27% | 0%
N#CCCn1nc(-c2ccccc2)cc1Nc1ccccc1NC(=O)C(F)(F)F | 5% | -3% | 2% | 10% | -14% | 23% | nt | 14% | 3%

Looked up above:
COc1ccc(OC)c(S(=O)(=O)N(C)CC(=O)N2CCN(c3ccccc3)CC2)c1 in APEX1 inh has -3%
CSC(=Nc1cccc(C)c1)NC#N in BLM helicase inh has 2%

(listing goes on)
SMILES | Anesthetic bind | BLM helicase inh | Tb PGK inh | POLI inh | POLH inh | Pol beta inh | RXFP1 antagonist | APEX1 inh | Pol kappa inh
CCN(CC)c1ccc(S(=O)(=O)N2CCOCC2)cc1NC(=O)CNCc1ccccc1 | -2% | -5% | -1% | -9% | -11% | ? | 6 | ? | -13%
CC(C)c1ccc(Oc2cccc(C(=O)/C(C#N)=C/N(C)C)c2)cc1 | ? | -8% | 5% | 5% | -5% | 1% | -10 | 0% | -5%
CC(C)CC(=O)Nc1sc2c(c1C(=O)O)CCCCC2 | -9% | 0% | 1% | ? | 0% | 38% | -11 | 4% | -6%
CC1CN(C(=O)/C=C/c2ccccc2Cl)CC(C)O1 (stereo not given) | -6% | 2% | -10% | 8% | -13% | ? | 5 | 4% | 7%
COc1ccc(C(=O)c2ncc(C(F)(F)F)cc2Cl)cc1 | -12% | -3% | 9% | 31%[activator] | -20% | -1% | -7 | -6% | -3%
Cc1nnc(NC(=O)NC(C)N2C(=O)C3C4C=CC(C4)C3C2=O)s1 (stereo not given) | -9% | 1% | i | 18%&-4% | -14%&-9% | 40% | -12&4 | -1% | 6%&2%
COc1ccc(C)cc1NC(=O)CNc1ccc(C(C)=O)cc1 | -8% | 3% | -2% | 8% | -8% | -1% | -2 | 0% | -17%
CCCCn1c(N)c(NCc2ccccc2OC)c(=O)[nH]c1=O | -4% | -1% | -4% | 75%[activator] | -12% | 41% | -19 | 2% | 18%
Cc1csc2nc(COc3ccccc3NC(=O)c3ccco3)cc(=O)n12 | -7% | -2% | -7% | 38%[activator] | -12% | 13% | nt | nt | -8%
Cc1cccc(-c2nc3ccccc3c(=O)n2NC(=O)c2cccs2)c1 | -3% | -1% | 7% | 31%[activator] | 8% | -11% | -10 | -3% | -1%
Cc1ccc(CN2CCN(/N=C/c3ccc(C(F)(F)F)cc3)CC2)cc1 | 2% | -2% | -2% | 18% | -12% | 2% | 15 | 0% | -24%
Cc1ccccc1-n1c(SCc2ccc(Cl)cc2)nc2[nH]ncc2c1=O | -14% | -12% | -6% | 22% | -11% | -26% | ? | nt | -5%[60.1 µM]
O=C(c1ccc(CS(=O)Cc2cccc(Cl)c2)o1)N1CCN(C2CCCCC2)CC1 (stereo not given) | 1% | 1% | -10% | 23% | -10% | -7% | -1 | -7% | 5%
COc1ccc(-c2[nH]ncc2CN2CCN(Cc3cccs3)CC2)cc1F | -8% | -1% | -3% | 15% | -16% | 30% | -3 | -4% | 13%
COc1ccc(N=C2NC(=O)S/C2=C\c2ccc(N(C)C)cc2)cc1 | -11% | 2% | -2% | 20% | 21% | 26% | 1 | -3% | -9%
COCCn1c(SCc2ccc(Cl)cc2)nc2c1c(=O)[nH]c(=O)n2C | nt | nt | -7% | -12%[58.9 µM] | -1% | nt | -7 | nt | -3%
CC(=O)Oc1cc2c(cc1Cl)C(c1cccs1)CC1(CC(C)(C)NC(=S)N1)O2 (stereo not given) | -16% | -4% | i | 40%[activator] | -17% | -20% | -38 | 7% | -1%
CC(=O)Nc1ccc(S(=O)(=O)NCCC(=O)OCC(=O)c2ccc(Br)cc2)cc1 | nt | nt | -2% | 25% | -1% | nt | -20 | 21% | 3%
COc1ccc(-n2c(=O)c3sc4ccccc4c3n(CC(=O)N3CCCC3)c2=O)cc1 | 1% | 0% | -6% | 56%[activator] | -15% | -1% | nt | nt | -2%
CCCC(C(=O)NC1CCCCC1)N(Cc1ccco1)C(=O)CNS(=O)(=O)c1ccccc1 (stereo not given) | -9% | -4% | i | 15% | -7% | 5% | 8 | -1% | -8%
CCOc1ccccc1N(CC(=O)Nc1ccccc1F)S(=O)(=O)c1ccccc1 | 150%[activator] | -12% | 4% | 4% | -7% | 11% | 2 | 12% | ?
Cc1cccc(NC(=O)C(Cc2ccccc2)n2cccc2)c1 (stereo not given) | -12% | -13% | i | -22% | -21% | 0% | -10 | -8% | -1%
COc1ccccc1C(=O)COC(=O)c1nc2nc(C)cc(C)n2n1 | nt | nt | 5% | 22% | -6% | nt | 2 | 7% | -14%
O=C(c1ccc(F)cc1)N1CCN(c2cnn(-c3ccccc3)c(=O)c2Cl)CC1 | -5% | -2% | -2% | 45%[activator] | -20% | 24% | -4 | 8% | 5%
CC(NCC(O)COc1ccc2ccccc2c1)c1ccccc1 (stereo not given) | ? | -6% | -1% | 47%[activator] | -12% | 22% | -87* | -8% | 0%

More results follow.
SMILES | Anesthetic bind | BLM helicase inh | Tb PGK inh | POLI inh | POLH inh | Pol beta inh | RXFP1 antagonist | APEX1 inh | Pol kappa inh
O=C1CCC(C(=O)Nc2cccc(C(F)(F)F)c2)N1 (stereo not given) | -6% | 2% | nt | 32%[activator] | -12% | 1% | -4 | ? | 2%
CCc1ccccc1NC(=O)Cn1cc2c(n1)CCC(C)C2 (stereo not given) | -17% | -1% | i | -19% | -5% | 8% | -2 | nt | -24%
CO[C@@H]1O[C@@H]2COC(c3ccccc3)O[C@@H]2[C@@H](OC)[C@@H]1O (stereo not given in full) | 6% | 8% | 1% | 29% | -8% | 22% | -1 | -2% | -4%
COc1ccc(/C=C/C(=O)N(C)C2CCS(=O)(=O)C2)cc1OC (stereo not given) | 3% | -10% | -15% | 10% | -4% | -4% | 1 | 3% | -3%
CC(=O)Nc1ccc2c(c1)nc(CCN1CCN(C)CC1)n2C | -7% | 2% | 2% | 8% | -7% | 15% | -15 | 0% | -20%

Source: PubChem BioAssay
